CD11b adhes inh – inhibitors of human CD11b/CD18 binding to fibrinogen. K562 CD11b/CD18 adhesion to fibrinogen, ATPlite luminescence; Mn2+ added to activate the integrin. inhibition, % at 10 µM. 93,000 tested, 0.54% active. AID 1497;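 active = primary inhibition of 50% or more at 10 µM, then 40% or more on retest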; note: some results filed as inactive read as strong as hits
Target sequence (P05107 whole entry, looked up, other chains not shown): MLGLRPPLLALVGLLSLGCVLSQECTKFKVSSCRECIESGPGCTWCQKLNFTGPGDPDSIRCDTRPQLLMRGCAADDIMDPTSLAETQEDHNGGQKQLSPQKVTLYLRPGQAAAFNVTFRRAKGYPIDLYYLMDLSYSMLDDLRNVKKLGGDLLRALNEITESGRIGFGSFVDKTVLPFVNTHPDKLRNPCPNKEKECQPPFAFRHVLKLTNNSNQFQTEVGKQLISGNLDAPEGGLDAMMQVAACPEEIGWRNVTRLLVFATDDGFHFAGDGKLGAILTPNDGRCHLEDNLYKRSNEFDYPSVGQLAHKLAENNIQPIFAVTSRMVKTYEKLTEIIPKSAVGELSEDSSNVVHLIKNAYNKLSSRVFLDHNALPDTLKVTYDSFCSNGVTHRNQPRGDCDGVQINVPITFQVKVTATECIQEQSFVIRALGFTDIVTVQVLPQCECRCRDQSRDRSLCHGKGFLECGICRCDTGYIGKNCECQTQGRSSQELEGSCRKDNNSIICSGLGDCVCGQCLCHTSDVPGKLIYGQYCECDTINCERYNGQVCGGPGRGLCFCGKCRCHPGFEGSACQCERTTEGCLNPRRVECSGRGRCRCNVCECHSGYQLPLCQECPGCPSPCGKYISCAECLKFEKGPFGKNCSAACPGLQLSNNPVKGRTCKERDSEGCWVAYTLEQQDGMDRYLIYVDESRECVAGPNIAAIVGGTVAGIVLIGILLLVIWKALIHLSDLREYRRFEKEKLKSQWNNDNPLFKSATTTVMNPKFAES
MT1-MMP txn act – MT1-MMP promoter transcription activation; 86,000 tested, 0.16% active; activation factor at 10 µM; HT1080 MT1-MMP promoter luciferase reporter, luminescence, overnight; hits give high values; AID 750;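 active = activation factor of at least 2 for MT1-MMP transcription at 10 µM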
CD11b adhes enh – CD11b/CD18-fibrinogen binding enhancement | activation, % at 10 µM | K562 CD11b/CD18 adhesion to fibrinogen, ATPlite luminescence | AID 1499 | P05107+P11215 | 93,000 tested, 0.07% active;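 active = 10 µM primary screen giving 50% or more activity, confirmed by 40% or more on retest at that dose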; note: strong numbers were not always called active; reference of the scale not given here
CYP2C9 act – increases human cytochrome P450 2C9 activity. P11712. recombinant CYP2C9, luciferin-H conversion, luminescence; hits give high values; factor 1 = untreated enzyme, 0 = blocked. activation factor at 5 µM. 96,000 tested, 1.4% active;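 active = activation factor of 2 or more for CYP2C9 at a 5 µM dose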;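 note: 0 = sulfaphenazole-blocked wells and 1 = vehicle-only wells; values of inactives mirror those of a sister screen read the other way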
PTK2B oligo ant – antagonists of human Pyk2 oligomerization; z-score (the deposit names both 25 µM and 10 µM); Q293 cells, Pyk2 FERM NanoBiT luminescence; hits give low values; 99,000 tested, 0.83% active; AID 1347419;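 active = Z-score of -3 or lower, scaled per plate to the spread of control and sample wells; inactive = z-score above -3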;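 note: negative z-score means lost luminescence so less FERM oligomerization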
CYP2C19 inhib – inhibitors of human CYP2C19. P33261. CYP2C19 Supersomes, luciferin-H EGE luminescence, 30 min. inhibition, % at 5 µM. 96,000 tested, 21% active. AID 778;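 active = CYP2C19 inhibition above a set limit at 5 µM in the primary screen, cut at about 50% in these data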;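 note: plate controls were negative control wells for no effect and 2.5 mM tranylcypromine positive control for full effect; values of inactives mirror those of a sister screen read the other way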
CYP2C19 activ – cytochrome P450 2C19 (human) activation | activation factor at 5 µM | AID 1025 | recombinant CYP2C19, luciferin-H EGE luminescence; hits give high values; 0 = fully inhibited enzyme, 1 = untreated enzyme | 96,000 tested, under 10 active;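 active = activation factor of at least 2 at 5 µM in the primary screen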;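 note: 0 = wells with 2.5 mM tranylcypromine and 1 = vehicle-only wells; values of inactives mirror those of a sister screen read the other way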
PLAP act – human PLAP activation. purified PLAP enzyme, luminescent substrate read-out; hits give high values. activation fold at 20 µM. 96,000 tested, 1.2% active; in the data active = activation fold above about 2
CYP2C9 inhib – human CYP2C9 inhibition. CYP2C9 Supersomes, luciferin-H conversion, luminescence. inhibition, % at 5 µM. 96,000 tested, 20% active. P11712. AID 777;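 active = blocking of liver enzyme CYP2C9 beyond about 50% at 5 µM, limit read from the data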; note: values of inactives mirror those of a sister screen read the other way
Starred values were filed as active, the others as inactive; / = no result given.

SMILES	CD11b adhes inh	MT1-MMP txn act	CD11b adhes enh	CYP2C9 act	PTK2B oligo ant	CYP2C19 inhib	CYP2C19 activ	PLAP act	CYP2C9 inhib
COc1cc(NC(=O)CN(c2cc(C)cc(C)c2)S(=O)(=O)c2c(C)noc2C)cc(OC)c1	-10	0.9	2	0.7	/	41	0.6	1	27
Cc1ccc(-n2ncc(C#N)c2/N=C/N2CCCCCC2)cc1	4	0.9	-4	0.1	-0.08	97*	0	1.4	91*
Cc1ccccc1OCC(=O)NCCC(=O)O	1	1.1	-3	0.9	0.67	-3	1	1.1	10
CCOC(=O)c1ccc(CNC(=O)C(Cc2c[nH]c3ccccc23)NC(C)=O)o1 (centres undefined)	/	1.3	/	0.8	0.47	6	0.9	1	18
CC(=O)Nc1ccc(S(=O)(=O)Nc2ncccn2)cc1	0	1.1	3	1	0.35	4	1	0.8	-1
O=C(COc1ccc(Cl)cc1)Nc1nnc(-c2ccc3c(c2)CCCC3)o1	21	1.4	16	1	/	-4	1	1.5	-4
Cc1ccc(N(C(=O)C2CCCC2)C2C=CS(=O)(=O)C2)cc1C (centres undefined)	-48	1.1	7	0.9	-0.49	10	0.9	1.1	5
CN(C)S(=O)(=O)c1ccc(-c2cn3ccccc3n2)cc1	11	1.3	-4	0.5	-0.66	12	0.9	0.9	54*
COCCCNCCCCOc1c(Cl)cc(C)cc1Br	6	/	-4	0.9	-0.52	21	0.8	1.1	11
CCNC(=O)c1nc[nH]c1C(=O)NCC	1	1.1	2	0.9	1.2	15	0.8	1	8
CC(=O)NC(Cc1cnc[nH]1)C(=O)O (centres undefined)	6	1.3	-1	1	-0.09	-2	1	1	3
CCn1c(CCCNC(=O)c2ccc(F)cc2)nc2ccccc21	-5	/	9	0.8	/	44	0.6	0.9	23
COc1ccc(OC)c(NC=C2C(=O)OC(C)(C)OC2=O)c1	/	1.2	/	0.7	0.1	2	1	1.3	34
O=C1NC(=S)N/C1=C/c1cccc([N+](=O)[O-])c1O	/	/	/	1	-0.34	24	0.8	0.9	-1
Cc1cc(N2CCCC2)n2nc(C)c(-c3ccccc3)c2n1	-14	1	0	1.2	/	-18	1.2	1.4	-22
CC(Sc1ccccn1)C(=O)Nc1ccccc1 (centres undefined)	1	1.6	-4	0.6	4.2	81*	0.2	0.9	36
CN(C)c1nc(-c2ccccc2)c2cnn(Cc3ccccc3)c2n1	7	1.1	4	0.7	-1.6	67*	0.3	0.8	35
Cc1ccccc1CNC(=O)Nc1cccs1	/	1.6	/	0.5	0.73	72*	0.3	0.9	45
COc1ccc(-c2nc(C(N)=O)c3[nH]c(=O)n(-c4cccc(C)c4)c3n2)c(OC)c1	1	1	-6	0.8	/	-7	1.1	1.8	18
CC(=O)OC(C(=O)Nc1ccccc1)C(C)S(=O)(=O)c1ccccc1 (centres undefined)	8	1.1	1	0.7	0.15	65*	0.3	1.1	32
N#Cc1c2n(c(=S)n(-c3ccccn3)c1=O)CCCCC2	-10	1.2	3	0.9	1.6	2	1	1	8
CCCSc1nc(C)cc(=O)[nH]1	6	1.1	-1	1.1	-0.04	-3	1	0.8	-6
CCn1c(SCC(=O)c2ccc(OC)cc2)nnc1C1CC1	12	1.5	5	1.1	0.34	55*	0.5	0.9	-8
CN(C)C=Nc1nonc1N	-4	1	-3	1.1	0.22	-13	1.1	1.1	-12
Oc1ccc(/C=N/NC2=NCCCCC2)cc1	-11	/	-3	1	0.13	9	0.9	0.9	2
CCOC(=O)Cn1c(=O)oc2cc(S(=O)(=O)NC3CCCc4ccccc43)ccc21 (centres undefined)	-9	1	5	0.8	/	24	0.8	0.9	19
CCOC(=O)NC(Nc1nnc(C)s1)(C(=O)OCC)C(F)(F)F (centres undefined)	5	1.1	2	1	0.13	1	1	1	0
Cc1sc2nc3c4ccccc4c(NCc4ccco4)nn3c(=O)c2c1C	-3	1.4	44	0.7	0.12	6	0.9	1.5	28
O=C1N/C(=N\N=C\c2cccnc2)SC1Cc1ccc(SC(F)F)cc1 (centres undefined)	28	/	-3	0.5	-1.1	2	1	2.1*	53*
CC(=O)Nc1cccc(-c2nc3ccccc3c(=O)o2)c1	0	1	4	0.8	-0.62	9	0.9	1.1	18
Cc1cccc(C(=O)N2CCC(c3nc(-c4ccc(S(=O)(=O)N5CCOCC5)cc4)no3)CC2)c1	/	/	/	0.8	1.7	8	0.9	1.1	17
Cc1ccc(-c2nc3ccccc3c(C(=O)NCc3cccs3)c2C)cc1	0	/	-4	0.1	-2.3	87*	0.1	1.7	95*
CN(C)CCN1CC(C(=O)O)CC1=O (centres undefined)	-5	1	-2	1	-0.21	-8	1.1	1	2
Cc1ccc(-c2nnc3n2CCCCC3)cc1	0	1.1	-2	1.1	-0.5	-10	1.1	1	-11
Cc1cc(C(=O)CSc2nnc(N)s2)c(C)n1CCc1ccc(Cl)cc1	7	1.3	-2	0.2	0.9	89*	0.1	0.8	79*
CCN(CC(=O)NCc1cccs1)S(=O)(=O)c1ccc(C(C)C)cc1	-10	1.1	0	1.5	-0.55	26	0.7	0.9	-45
CC/C(=C\C(=O)c1cccnc1)Nc1ccc(C)c(C)c1	9	1.2	-2	0.4	-0.22	71*	0.3	1.5	58*
O=C(CCCn1c(SCC(=O)NCC2CCCO2)nc2ccccc2c1=O)NCc1ccccc1 (centres undefined)	-18	1.1	0	0.4	-0.04	29	0.7	1.3	56*
COc1ccc(Cl)cc1S(=O)(=O)NCc1cccs1	0	1	2	2.5*	-0.62	97*	0	1.1	-149
CCN(CC)CCN1C(=O)c2oc3ccccc3c(=O)c2C1c1cccc(Br)c1 (centres undefined)	-6	1.2	-3	0.6	0.27	37	0.6	1.6	41
O=[n+]1cc(-c2cc3ccccc3o2)n([O-])c2c1CCCC2	-10	1.3	0	1	0.61	-1	1	0.8	-2
CCCCS/C(N)=N/N=C/c1ccccc1O	1	1.6	0	0.2	-0.19	88*	0.1	0.9	82*
CCOc1cc(-c2nc3ccccn3c2NCC2CCCO2)ccc1O (centres undefined)	-12	0.8	6	0.2	0.41	37	0.6	0.8	75*
COc1nc(OC)nc(N2CCC(C(=O)Nc3cccc4ccccc34)CC2)n1	-3	1	-2	1.3	0.17	-15	1.1	1.2	-32
Cc1nnc(SCC(=O)Nc2sc3c(c2C#N)CCCC3)[nH]c1=O	5	1	-3	0.2	0.2	-1	1	1.1	79*
CCOC(=O)c1sc(/N=C/c2c(C)[nH]n(-c3ccccc3)c2=O)c(C#N)c1C	28	/	-1	0.7	/	-10	1.1	1.3	28
Cc1ccc2c(c1)CC1(CN2C)C(=O)OC(C)(C)OC1=O	-6	1.1	-1	1.2	-0.64	9	0.9	0.8	-21
Nc1nonc1-c1noc(COc2ccccc2Cl)n1	-19	0.9	2	0.7	0.47	86*	0.1	1	28
Cc1onc(-c2ccccc2)c1-c1n[nH]c(=S)n1-c1ccccc1Cl	/	1.1	/	1	1	32	0.7	0.9	1
CCOC(=O)C1CCCN(S(=O)(=O)c2ccccc2)C1 (centres undefined)	17	1	1	0.9	-0.25	33	0.7	1	5
COc1ccccc1NC(=O)C(C)N1CCN(C/C=C/c2ccccc2)CC1 (centres undefined)	1	1.1	-2	0.6	0.89	60*	0.4	1.6	37
CCOc1ccc(S(=O)(=O)Nc2ccc3c(c2)OCO3)c2cccnc12	24	1.3	-3	0.6	0.46	82*	0.2	1.2	38
N#Cc1c(NCCCO)nc(-c2ccccc2)c2c1CCCC2	19	1.2	2	0	-1.4	93*	0.1	1.7	97*
CN(CC(=O)NCc1ccco1)S(=O)(=O)c1cccc2cccnc12	-14	1.2	-4	1.5	/	13	0.9	1	-50
Cc1ccc(C)n1-c1nccc(-c2cccs2)n1	/	/	/	0.6	-0.18	47	0.5	0.9	36
COc1ccc2[nH]c(=O)c(CN(Cc3ccccc3OC)Cc3nnnn3CC3CCCO3)cc2c1 (centres undefined)	0	1.3	-3	0.6	1.2	70*	0.3	1.7	41
Cc1ccc(C)c(-n2c(SCC(=O)Nc3nonc3C)nnc2-c2ccoc2C)c1	-3	1.2	4	0.2	-1.6	36	0.6	1.2	82*
Cc1cn(CC2COC(C)(C)O2)c(=O)[nH]c1=O (centres undefined)	0	1.1	-2	1.1	-0.08	-6	1.1	1.1	-8
Cc1ccc(CN2C3=NC(=O)CN3c3ccccc32)cc1	-3	1	4	1.3	-0.25	-21	1.2	0.9	-33
CCN1CCC(=NNC(=O)c2ccco2)CC1	2	/	-1	1	0.28	-9	1.1	1.1	-3

Random excerpt: five compounds from above, in no set order.
SMILES	CD11b adhes inh	MT1-MMP txn act	CD11b adhes enh	CYP2C9 act	PTK2B oligo ant	CYP2C19 inhib	CYP2C19 activ	PLAP act	CYP2C9 inhib
Cc1ccc(C)n1-c1nccc(-c2cccs2)n1	/	/	/	0.6	-0.18	47	0.5	0.9	36
Cc1ccc(-n2ncc(C#N)c2/N=C/N2CCCCCC2)cc1	4	0.9	-4	0.1	-0.08	97*	0	1.4	91*
O=C1N/C(=N\N=C\c2cccnc2)SC1Cc1ccc(SC(F)F)cc1 (centres undefined)	28	/	-3	0.5	-1.1	2	1	2.1*	53*
CC(=O)NC(Cc1cnc[nH]1)C(=O)O (centres undefined)	6	1.3	-1	1	-0.09	-2	1	1	3
CN(C)CCN1CC(C(=O)O)CC1=O (centres undefined)	-5	1	-2	1	-0.21	-8	1.1	1	2

(more compounds)
SMILES	CD11b adhes inh	MT1-MMP txn act	CD11b adhes enh	CYP2C9 act	PTK2B oligo ant	CYP2C19 inhib	CYP2C19 activ	PLAP act	CYP2C9 inhib
Cc1ccc(CN=C2Nc3ccccc3CS2)cc1	/	/	/	0.7	-0.7	71*	0.3	0.8	35
CCc1ccc2nc(NC3=NCN(CCN4CCOCC4)CN3)nc(C)c2c1	-9	1	-4	1	/	-4	1	1	1
COc1ccc2c(c1)c1nnc(SCC(=O)N3C(C)CCCC3C)nc1n2C (centres undefined)	/	1.1	/	0.3	-0.96	49	0.5	1.3	66*
Brc1ccccc1-c1nnc2sc(-c3ccc4c(c3)OCCO4)nn12	-13	1.2	-2	0	-0.06	74*	0.3	0.8	96*
O=C1C2C3C=CC(C3)C2C(=O)N1c1ccncc1 (centres undefined)	/	1.1	/	0.7	-0.41	15	0.8	1.1	28
COc1ccc(-n2nnc3c(=O)n(CC(=O)N4CCCC4)cnc32)cc1	6	1.2	-2	0.9	0.1	2	1	0.8	11
COc1nc2c(s1)C(=O)NCCC2	-24	1.2	8	1.1	0.46	2	1	0.8	-6
O=C(c1cc(Cl)ccc1Cl)N1CCOCC1	17	1	1	1.3	0.83	10	0.9	1.1	-32
CNc1nc(-c2ccc(Cl)cc2)cs1	-3	1.2	1	0.8	0.26	60*	0.4	0.9	25
OCc1ccccc1OCCOc1ccc(Cl)c2cccnc12	-26	1.3	0	2.1*	-1.3	40	0.6	1	-113
COc1cccc(NC(=O)CSc2nc3c(c(-c4ccco4)c2C#N)CCCC3)c1	/	1	/	0.5	0.53	12	0.9	0.9	53*
CCOC(=O)c1cc(CC)sc1NC(=O)C1CC1	-5	1.1	-4	0.6	-0.4	20	0.8	1.3	41
CCOc1ccc(-c2nnc(N3CCCCC3)c3ccccc23)cc1	/	/	/	0.6	-1.7	39	0.6	1	44
COc1ccc(-n2c(SCC(=O)N3CCCCC3)nc(O)cc2=O)cc1	-16	1.1	0	0.9	-0.51	19	0.8	1.1	14
Cc1cc(C)cc(OC(=O)CS(=O)c2ccc(C(F)(F)F)cc2[N+](=O)[O-])c1 (centres undefined)	2	1.1	1	2*	-0.54	-3	1	1	-102
CCOC(=O)c1sc(C)c(C(=O)NCCCN2CCOCC2)c1N	-20	1.2	0	0.9	2.1	4	1	1.2	15
O=C(NCCCn1ccnc1)Nc1ccc(Cl)cc1Cl	-3	1.2	1	0	-0.25	97*	0	1	98*
CCOC(=O)c1ccc(Oc2nc(N(C)C)nc(N(C)C)n2)cc1	1	0.9	3	0.9	-0.27	20	0.8	1	11
O=C(Nc1ccccc1Cl)c1cnccn1	-5	1	-3	1	0.24	-2	1	0.9	-4
